# RT RNaseH block: blocks HIV-1 RNase H cleavage of RNA/DNA duplex. P04585. RT-RNase H RNA/DNA duplex cleavage, fluorescence. inhibition, % at 10 µM. 65,000 tested, 1.9% active; in the data active = inhibition above about 50%
# RmlC RmlD mix: RmlC/RmlD inhibition, mixture screen | RmlC/RmlD coupled enzyme inhibition, 384-well mixture HTS | inhibition, % at 5.5 µM | 110,000 tested, 0.39% active | AID 1532; in the data active = inhibition above about 30%, passing the limit was not always enough; inconclusive = no clear call, values can overlap the other calls; note: strong numbers were not always called active
# Numbers without * were called inactive; ? = inconclusive; nt = not tested or not shown.
# Results follow in this order: RT RNaseH block	RmlC RmlD mix
CCCOc1ccc(N2C(=O)CC(N3CCC(c4nncn4CC)CC3)C2=O)cc1 (stereo unspecified)
    6	8
CC(C)Sc1nc(N)c2c3c(sc2n1)CN(C)CC3
    27	nt
COc1ccc(OCC(=O)NC(=S)Nc2ccc(N3CCOCC3)c(Cl)c2)cc1
    nt	-11
Cc1ccc(C(=O)C2CCNCC2)cc1
    -5	11
Cc1ccc(NC(=O)CSc2nnc(Cc3cccn3C)n2-c2ccc(F)cc2)cc1
    -3	10
O=C1C2C3C=CC(C3)C2C(=O)N1c1nccs1 (stereo unspecified)
    3	-12
CN1CC[C@]2(c3cccc(O)c3)Cc3nc4ccccc4cc3C[C@H]2C1
    nt	?
CCCCn1c(O)c(C(C)=NCCN2CCOCC2)c(=O)[nH]c1=O
    nt	9
CCOC(=O)c1sc(C)c2c(=O)n(CC(=O)c3ccc(Br)cc3)nnc12
    nt	-9
CCCCOC(=O)c1ccc(NC(=O)c2cnc3n(c2=O)CCS3)cc1
    -10	29
CCN(CC)c1ccc(NC(=O)CN2C(=O)CC(C)(C)S(=O)(=O)c3ccccc32)c(C)c1
    22	-1
CC[C@H]1CN(C)CCc2c([nH]c3ccccc23)C(=O)C[C@@H]1/C(=C\OC)C(=O)OC
    nt	-13
CCOC(=O)/C(C#N)=C\c1ccco1
    nt	5
CC(C)Cn1c(-c2ccccc2F)n[nH]c1=S
    0	-6
Cc1cccc(NC(=O)CCc2c(C)nc3ncnn3c2C)n1
    nt	-9
CC(C)CC1NC(=O)N(CC(=O)c2ccc3c(c2)OCCO3)C1=O (stereo unspecified)
    -5	-8
CC1CCc2nc(NC(=O)c3ccc(S(=O)(=O)N4CCCc5ccccc54)cc3)sc2C1 (stereo unspecified)
    nt	-13
CCOC(Cn1c(CCCO)nc2ccccc21)OCC
    nt	-20
O=S(=O)(N/N=C/c1ccc2c(c1)OCCO2)c1ccccc1
    nt	10
CN(C)C(=O)c1ccccc1Sc1cc(Cl)ccc1Cl
    nt	-10
O=C(CN1CCN(c2ccc(F)cc2)CC1)N1N=CCC1c1ccccc1 (stereo unspecified)
    nt	5
COc1ccc(CCNC(=O)COc2ccc(S(=O)(=O)N3CCOCC3)cc2)cc1OC
    -3	8
Cc1cccc(C(=O)Oc2ccc(/C=N/O)cc2)c1
    nt	-25
Cc1cccc(Cn2cc(/C=C/[N+](=O)[O-])c3ccccc32)c1
    nt	19
Cc1ccc(S(=O)(=O)NC(C(=O)OCC(=O)NC(=O)c2cccn2C)C(C)C)cc1 (stereo unspecified)
    0	2
Cn1nnnc1SCc1ccc(C(=O)Nc2nccs2)cc1
    4	-5
O=C(CSc1nnc(-c2cccnc2)n1CCc1ccccc1)NCc1ccccc1
    nt	-1
CCOc1cccc2c1OC1(C)CC2NC(=O)N1c1cccc(F)c1 (stereo unspecified)
    -33	?
Cc1cc(C)n2nc(SCC(=O)c3ccc[nH]3)nc2n1
    -29	-13
CCCCN(C(=O)CN1C(=O)C2CC=CCC2C1=O)c1c(N)n(CCC)c(=O)[nH]c1=O (stereo unspecified)
    5	-9
CCSc1nc2ccccc2n1Cc1cccc([N+](=O)[O-])c1
    nt	2
CC(C)OC(=O)c1c(NC(=O)c2cccs2)sc2c1CCCC2
    -15	-9
O=c1cc(-c2ccccc2Cl)oc2c(NS(=O)(=O)c3cc(Cl)cc(Cl)c3O)ccc(O)c12
    nt	4
COc1cccc(-c2nnc(SCC(=O)Nc3cc(C)on3)o2)c1
    -10	3
N#CCCN/N=C(/Cc1nc2ccccc2[nH]1)c1cccc(Cl)c1
    nt	8
Cc1ccccc1-c1cc(=O)c2c(O)cccc2o1
    nt	2
CCc1c(C)sc(NC(=O)c2ccc(Br)o2)c1C(=O)OC
    -67	-16
COc1ccc(N2CCn3c2nc2c3c(=O)n(CCc3ccccc3)c(=O)n2C)cc1
    17	nt
CCCNS(=O)(=O)c1ccc(NC(=O)c2cccnc2)cc1
    nt	6
Nc1nnc(Cc2ccc(Cl)c(Cl)c2)s1
    21	-17
CCCCc1nc2ccccc2n1Cc1nnc2n1-c1ccccc1SC2
    -2	2
Cc1ccc(Sc2ncccc2COC(=O)Nc2c(C)cccc2C)cc1
    nt	-11
CN(C)c1ccc(C(c2nnnn2CCOC(=O)Nc2ccc(Cl)cc2)N2CCOCC2)cc1 (stereo unspecified)
    7	7
O=C(NCC1CCCO1)c1c(O)c2ccccc2[nH]c1=O (stereo unspecified)
    -8	11
CC(=O)N1CCN(c2nc(C)nc3sc4c(c23)CCC(C)C4)CC1 (stereo unspecified)
    nt	-3
COc1ccc(NC(=O)C2Cc3ccccc3CN2C(=O)c2ccccc2)cn1 (stereo unspecified)
    1	5
O=C(c1ccc(N2CCCC2=O)cc1)N1CCCCCC1
    -15	8
COC(=O)c1cc(Br)c(=O)n(CCc2ccc(F)cc2)c1
    -11	-5
NC(CS(=O)O)C(=O)O (stereo unspecified)
    nt	-12
Cc1nnc(-c2cccc(Br)c2)c2cn(-c3cccc(Br)c3)nc12
    nt	-8
Cc1cccc(NC(=O)c2nc[nH]c2C(=O)NCC(=O)OCc2ccccc2)c1
    nt	-11
OCC(CO)(CO)N=Cc1c(O)ccc2ccccc12
    -21	-4
COc1ccc(CCNc2nc(-c3ccco3)cc(C(F)(F)F)n2)cc1OC
    -13	-5
O=C(O)CCC(=O)NCc1ccc(C(=O)O)cc1
    nt	-9
Cc1ccc(C)c(Cn2c(=O)n(-c3ccc(CC(=O)NCc4ccco4)cc3)c(=O)c3sccc32)c1
    nt	0
Cc1ccc2nc(SCc3nnc(-c4ccccc4Br)o3)[nH]c2c1
    nt	9
COCCN(C(=O)c1csnn1)C(C(=O)NC1CCCCC1)c1cccs1 (stereo unspecified)
    -3	9
C=CCNC(=O)CCCOc1cc(C)ccc1C
    -4	-8
Cc1nn(-c2ccccc2)c2c1C(c1ccccc1)C(C#N)=C(N)O2 (stereo unspecified)
    31	-2
CCc1ccc(NC(=O)Nc2ccc3c(c2)N(C)C(=O)CS3)cc1
    nt	-21

# Following part:
# Results follow in this order: RT RNaseH block	RmlC RmlD mix
C=CCNc1oc(-c2ccc(OCC)cc2)nc1C#N
    -21	-16
N#C/C(=C(/O)CSc1nnc(Cc2cccs2)n1C1CCCCC1)c1nc2ccccc2[nH]1
    42	9
Cn1nccc1C(=O)NCCN1C(=O)OC(C)(C)C1(C)O (stereo unspecified)
    -10	14
CCCNC(=O)c1ccccc1NC(=O)c1ccccc1N(C)S(=O)(=O)c1ccc(C)cc1
    nt	5
COc1ccc(NCc2nnc(SCC(=O)c3ccc(C)cc3)o2)cc1
    nt	5
COc1ccc(C2CC(=O)c3c(C)nc(N4CCN(c5ccccc5)CC4)nc3C2)cc1 (stereo unspecified)
    2	-8
COc1cc([C@H](Cc2ccccc2)NC(C)=O)oc(=O)c1
    nt	-7
Cc1ccc(N2C(=O)c3ccc(C(=O)NCCN4CCOCC4)cc3C2=O)cc1
    1	nt
CC(C)[C@@H](CO)NC(=O)c1ccc2c3n(nc2c1)-c1ccccc1CO3
    nt	-12
COc1ccc(/C=N/NC(=O)c2sccc2OCc2ccc(F)cc2)cc1OC
    nt	1
CC(C)(C)OC(=O)NCCCC[C@H](NC(=O)c1nc[nH]c1C(=O)N[C@@H](CCCCNC(=O)OC(C)(C)C)C(=O)OC(C)(C)C)C(=O)OC(C)(C)C
    nt	9
COc1ccc(-n2c(Cc3cccn3C)nnc2SCC(=O)Nc2cccc(OC)c2)cc1
    -22	5
CC(C)NC(=O)c1cccc(Br)c1
    nt	-14
COc1ccc(OC)c(NC(=O)c2c(NC(=O)c3ccco3)sc3c2CCC3)c1
    4	-8
C=C(C)Cn1c(CCCNC(=O)CC)nc2ccccc21
    nt	0
Cc1ccc(C(=O)Nc2nc3ccccc3s2)s1
    -9	nt
COc1c(Cl)cc(Cl)cc1C(=O)Nc1ccccc1N1CCN(C(C)=O)CC1
    -7	2
CC(=O)Nc1ccc(S(=O)(=O)NC2(C(F)(F)F)NC(=O)N(c3ccc(Cl)cc3)C2=O)cc1 (stereo unspecified)
    nt	-5
CCOc1cc(NC(=S)Nc2cccc(OC)c2)c(OCC)cc1NC(=O)c1ccc(C)cc1
    nt	11
CCOc1ccc(CN2CCN(S(=O)(=O)c3ccc(NC(C)=O)cc3)CC2)cc1OC
    3	3
Cc1c(NC(=O)c2ccc(F)cc2)c(=O)n(-c2ccccc2)n1C
    -12	6
CCOc1ccccc1N(C)C(=O)C1CCN(S(=O)(=O)c2cccc3nonc23)CC1
    -7	8
CCOC(=O)N1CCN(C(=O)CCc2c(C)nc3nc(C)nn3c2C)CC1
    -2	-2
CC(C)c1ccc(N2C(=O)CC(Sc3ncn[nH]3)C2=O)cc1 (stereo unspecified)
    nt	-8
COc1ccc(-c2cc(CCCC(=O)NCCc3cc(OC)ccc3OC)no2)cc1
    1	nt
Cc1ccc(NC2=NC(c3ccccc3)n3c(nc(C)cc3=O)N2)c(C)c1 (stereo unspecified)
    nt	4
Cn1c(-c2ccc3c(c2)OCO3)cnc1NCc1cccc(Cl)c1
    -2	-1
CC1=C(c2ccc(C)cc2)S(=O)(=O)N(CC(=O)O)C1=O
    -10	11
O=C(Cn1c(=O)oc2cc(S(=O)(=O)N3CCCC3)ccc21)N1CCN(C2CCCCC2)CC1
    nt	-2
Cc1ccc(C(=O)Nc2sc(C)c(-c3ccccc3)c2C(N)=O)cc1[N+](=O)[O-]
    nt	-5
Cc1ccc(N(CCC#N)C(=O)CSc2ccc3c(c2)OCCO3)cc1
    nt	-7
CCCC(=O)c1ccc(-c2ccccc2)cc1
    nt	6
C#Cc1ccc([C@H]2C=C(C(=O)OCC=C)O[C@@H](OCc3ccc(CO)cc3)C2)cc1
    nt	6
CC(C)C[C@H](NC(=O)c1[nH]cnc1C(=O)N[C@H](C)c1ccccc1)C(=O)OC(C)(C)C
    nt	-4
COc1cc(C(CCN2CCN(c3ccccc3)CC2)c2c(OC)cc(OC)c3ccc(=O)oc23)cc(OC)c1OC (stereo unspecified)
    nt	4
COc1ccccc1CNC(=O)C1CC(c2ccccc2[N+](=O)[O-])=NO1 (stereo unspecified)
    nt	-15
O=C(Nc1cccc(-c2csc(Nc3ccc(Cl)cc3)n2)c1)c1ccccc1
    nt	3
COc1ccc(OCC(=O)Nc2ncc3c(n2)CC(C)(C)CC3=O)cc1
    1	7
CCSc1nnc(NC(=O)COc2cccc3ccccc23)s1
    nt	8
O=S(=O)(NCc1ccc2c(c1)OCO2)c1cccc2cccnc12
    -42	1
CC1CCc2nn(CC(=O)NCCC3=CCCCC3)cc2C1 (stereo unspecified)
    -2	6
Cc1ccc(NC(=O)CCn2c(=O)oc3ccccc32)cc1
    -25	-20
O=C(c1ccco1)N1CCN(C(=O)c2cnn3cccnc23)CC1
    -7	11
c1cn2c(NC3CCCC3)c(-c3ccc(N4CCOCC4)cc3)nc2cn1
    -3	-11
O=C(COC(=O)c1ccc2c(c1)OCO2)NC1CCS(=O)(=O)C1 (stereo unspecified)
    4	nt
COC1=C(C)C(O)=C(C(=O)/C=C/c2ccccc2)C(=O)C1(C)C
    nt	21
COc1ccc(Br)cc1S(=O)(=O)N1CCOCC1
    -12	3
CCS(=O)(=O)N1CCN(C2CCC(C)CC2)CC1 (stereo unspecified)
    4	-8
CS(=O)(=O)N(CC(=O)NC1CCCCC1)c1cccc(Cl)c1
    -9	2
O=C(CN1C(=O)c2ccccc2C1=O)Nc1cccc2cccnc12
    -8	10
Cc1nn(C)c(C)c1NC(=O)CSc1nc(-c2ccccc2F)nc2c1cnn2-c1ccccc1
    49	nt
O=C(CN1C(=O)CCC1=O)Nc1nc(-c2cccs2)cs1
    -12	5
O=C(Nc1ccc(Cl)cc1)N1CCCN(Cc2ccc(F)cc2)C1
    nt	-8
O=C(O)c1cc(-c2ccco2)nc2ccccc12
    81*	54*
CCn1c(SCc2nc3ccccc3c(=O)[nH]2)nnc1-c1ccncc1
    nt	-3
CC(NCCC(c1ccccc1)c1ccccc1)c1ccccc1 (stereo unspecified)
    0	0
O=C(Nc1ccc2c(c1)OCO2)C1CCCCN1S(=O)(=O)c1ccccc1 (stereo unspecified)
    nt	-11
COc1cccc2cc(/C(C)=N/Nc3nc(-c4cc(C)ccc4C)cs3)c(=O)oc12
    nt	2
Cc1sc2ncnc(SCC(=O)c3cccs3)c2c1C
    -4	8
Cc1oc2cc3c(C(=O)OCCN(C)C)c(C)oc3cc2c1C(=O)OCCN(C)C
    -8	nt

# The list goes on, overlapping the part above by six compounds.
# Results follow in this order: RT RNaseH block	RmlC RmlD mix
CCn1c(SCc2nc3ccccc3c(=O)[nH]2)nnc1-c1ccncc1
    nt	-3
CC(NCCC(c1ccccc1)c1ccccc1)c1ccccc1 (stereo unspecified)
    0	0
O=C(Nc1ccc2c(c1)OCO2)C1CCCCN1S(=O)(=O)c1ccccc1 (stereo unspecified)
    nt	-11
COc1cccc2cc(/C(C)=N/Nc3nc(-c4cc(C)ccc4C)cs3)c(=O)oc12
    nt	2
Cc1sc2ncnc(SCC(=O)c3cccs3)c2c1C
    -4	8
Cc1oc2cc3c(C(=O)OCCN(C)C)c(C)oc3cc2c1C(=O)OCCN(C)C
    -8	nt
Cn1c(SCC(=O)Nc2nccs2)nnc1-c1ccco1
    nt	-12
COc1nc2ccccc2c(=O)n1OCC(C)C
    -2	-20
Oc1ccc(C[C@@H]2CNC(=S)N2CCc2cc(C(F)(F)F)cc(C(F)(F)F)c2)cc1
    nt	5
COc1ccc(-c2coc3cc(O)ccc3c2=O)cc1OC
    -21	8
c1ccc2c(CCNCc3ccc4c(c3)OCO4)c[nH]c2c1
    4	-8
Cc1[nH]c2ccccc2c1CN1CCc2ccccc2C1
    nt	-3
CC(=O)Cc1nsc(NC(=O)c2ccco2)n1
    nt	10

# An excerpt (hit frequency here may not be typical).
